p53ts 39C tox: p53ts cell cytotoxicity, nonpermissive temperature; actives 1.5% (n = 130,000); H1299-p53A138V viability at 39C, ATP luminescence, 24 h; AID 902; Potency, µM (titrated, usually from 46.1 µM), for the others: top-dose activity change, negative = cell killing, hits mostly cytotoxic; note: nearly all actives have a fitted effect of over 55% in size
IkB signaling: inhibitors of IkB signaling in ABC-DLBCL cells; ABC-DLBCL IkBa-CBG/CBR dual luciferase ratio, 4 h; response scale: scaled: untreated 0%, proteasome inhibitor 100%; Potency, µM (top dose mostly 57.1 µM), for inactives: top-dose IkBa stabilization activation; actives 0.04% (n = 110,000); AID 445; active = well fitted curve in the direction sought with a large enough effect in the signal ratio, not every such curve was filed as active; inconclusive = small, poorly fitted or top-dose-only effect, or a change in a side signal; the % refers to the signal ratio;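 note: the direction sought is a rising ratio; 0% = basal untreated cells and 100% = reference inhibitor full response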
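Luminescence ratio of IκBα-fused green versus native red beetle luciferase in OCI-Ly3 cells, 4 h post-doxycycline with compound; red signal alone, scaled from basal (0%) to zero light (-100%), flagged nonspecific or cytotoxic effects.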
Peg3 imprint: genomic imprint erasure induction; actives 0.02% (n = 110,000); Potency, µM (titrated, usually from 60.7 µM), for inactives: at the highest dose activity change, positive = activation, most hits filed as activators; mouse ES Peg3-LacZ reporter, beta-gal luminescence, 40 h;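 note: 0% = negative control wells on the plate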
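Imprint erasure is scored as LacZ activity from the silenced maternal Peg3 allele in feeder-free female ES cells cultured 40 h with LIF. Luminescence is normalized to in-plate negative controls and fitted to the Hill equation.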
p53ts 32C tox: cytotoxicity in p53ts cells at permissive temperature; H1299-p53A138V at 32C, ATP luminescence viability, 24 h; Potency, µM (top dose mostly 46.1 µM), inactives show at the top dose activity change, negative = cytotoxicity, usual class: cytotoxic; actives 0.93% (n = 130,000); AID 924;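 note: 0% = DMSO and -100% = full killing by reference compound; nearly all actives have a fitted effect of over 55% in size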
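H1299-p53 A138V cells (temperature-sensitive p53) exposed 24 h to up to 46 uM compound at 32C, where p53 is wild-type in conformation. Viability read as ATP luminescence and normalised to DMSO and 100 uM tamoxifen. AC50 fitted with the Hill equation.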
* marks the source's active call; other numbers are inactive results; ? = inconclusive; · = no result given; [ ] = dose if it differs, or a comment. Unless noted, calls come from the whole dose curve; as a rule, active = well fitted curve in the direction sought with a large enough effect; inconclusive = small, poorly fitted or top-dose-only effect, or another doubt; inactive = no such curve, though single readings can be large; an effect the other way counts as inactive or inconclusive. Unless noted, % is set by controls: 0 for no effect and ±100 for the full control effect; potency is the fitted concentration of half-maximal effect. Rows were taken by chance; any-hit rate near 1.7%.

Values run as follows: p53ts 39C tox, IkB signaling, Peg3 imprint, p53ts 32C tox
COc1ccccc1S(=O)Cc1ccc(C(=O)NCc2ccccc2Cl)o1 (configuration not stated)
  10%, -0.8%, -16%, 4%
Cc1n[nH]c(=O)nc1N1CCc2ccccc2C1
  8%, 0.0%, 5%, 0%
CN(C)CC(=O)c1ccc(-c2ccccc2)cc1
  2%, 8.3%, -31%[inhibitor], 14%
COc1ccc(-c2nc3cnc(N4CCOCC4)nc3n(Cc3cccs3)c2=O)cc1
  8%, 0.8%[11.4 µM], 5%, 9%
Cc1ccc(-c2nc(NC(=O)CSc3nnc4scc(-c5ccccc5)n34)ns2)cc1
  -10%, ?, -18%, -4%
COc1ccc2c(c1)Sc1ccccc1N2CCN(C)C
  ?, 6.1%, -18%, -8%
CCSC(C)CC1C/C(=N/O)c2c(CC)noc2C1 (configuration not stated)
  15%, -0.6%, -15%, -1%
COc1ccc(C)cc1NCc1cccc(OC)c1OC
  0%, -0.3%, -11%, 3%
CCOC(=O)c1c(S(=O)(=O)N2CCCC(C(=O)N3CCN(c4ccccc4)CC3)C2)c(C)n(C)c1C (configuration not stated)
  3%, -1.7%, -13%[10.9 µM], 0%
CCc1cccc(NC(=O)c2ccc3c(=O)n4nc(Nc5ccccc5OC)sc4nc3c2)c1
  5µM*, -0.3%, -18%[10.9 µM], 3.2µM*
CCCN(Cc1ccccc1)C(=O)Nc1ccc2c(c1)nnn2C
  -5%, -0.2%, -11%, -22%
COC(=O)Cc1[nH]nc2c1C(c1c[nH]c3ccccc13)C(C#N)=C(N)O2 (configuration not stated)
  -16%, 1.7%, -1%, -3%
CS(=O)(=O)c1ccc([C@H](O)[C@H](CO)NC(=O)C(Cl)Cl)cc1
  13%[20.6 µM], 1.7%[25.6 µM], -16%[16.8 µM], 5%[20.6 µM]
COc1ccc(-c2cnc(C)o2)cc1S(=O)(=O)Nc1ccc(C)c(F)c1
  ?, 3.1%, -23%[10.9 µM], 30%
Cn1c(=O)c2c(nc(SCCCO)n2Cc2ccccc2Cl)n(C)c1=O
  0%, 1.2%, -13%, 3%
CC1(C)Oc2ccc3ccc(=O)oc3c2-c2cnoc21
  8%, -2.7%, -8%, -8%
Oc1c(C(c2ccc(Cl)cc2)N2CCCC2)sc2nc(-c3ccco3)nn12 (configuration not stated)
  2%, 2.1%, 5%[10.9 µM], -10%
OC(CN1CCOCC1)CN1CCOCC1
  8%, -0.1%, -6%, 2%
CC(=O)c1cc2c(cc1NC(=O)C1CC1)OCO2
  8%, ·, ·, 10%
COc1ccc(C2c3cc(OC)c(OC)cc3CC(=O)N2c2ccc(C)c(F)c2)cc1 (configuration not stated)
  -8%, ?, -9%[10.9 µM], 12%
Cc1cccc(C(=O)NNc2ncnc3c2cnn3-c2ccc(C)cc2C)c1
  -6%, ?, 17%[10.9 µM], 4%
COC(=O)C1=C(C)NC(=O)C1(NC(=O)c1ccccc1C)C(F)(F)F (configuration not stated)
  9%, -0.5%, -7%[10.9 µM], 4%
c1ccc([C@@H]2CN3CCSC3=N2)cc1
  -11%[20.6 µM], 1.1%[25.6 µM], -7%[16.8 µM], -4%[20.6 µM]
c1ccc(C(c2nnnn2C2CCCC2)N2CCN(c3nc4ccccc4s3)CC2)cc1 (configuration not stated)
  19%, ·, ·, 3%
Clc1ccc(OCc2nnc3n2N=C(c2ccc4c(c2)OCCO4)CS3)c(Cl)c1
  -25%, 2.3%, -12%, -14%
Cc1ccc(O)c(NC(=O)C2=CC(c3ccco3)=NS(=O)(=O)N2C)c1
  -13%, ?, -13%[10.9 µM], -10%
CC(=O)c1cccc(NC2c3ccccc3C(=O)N2Cc2ccc3c(c2)OCO3)c1 (configuration not stated)
  -8%, -1.7%, -14%, 6%
COCCCn1c(=NC(=O)c2ccncc2)c(C#N)cc2c(=O)n3cccc(C)c3nc21
  10%, ·, ·, 2%
CC(C(=O)NC1=NCCS1)N1C(=O)C2CC=CCC2C1=O (configuration not stated)
  1%, -0.4%, 1%, 2%
Cc1nccn1CC(O)COc1ccccc1 (configuration not stated)
  13%, ·, ·, 1%
CCOP(=O)(c1ccc(N(C)C)cc1)C(O)c1cc(OC)c(OC)c(OC)c1 (configuration not stated)
  4%, 1.7%, -9%, 3%
COc1cccc(-c2nc(S(=O)(=O)c3ccc(C)cc3)c(N3CCCCCC3)o2)c1
  4%, 1.9%, -18%[10.9 µM], 4%
CCOc1cccc(C(=O)Nc2cccc(-c3nc4ncccc4o3)c2C)c1
  6%, 2.4%, -15%, -5%
COc1cc2c(cc1OC)-c1nnc(C)n1C1(CCCC1)C2
  12%, -2.6%, -6%, -2%
COc1ccc(CCNC(=O)CCc2c(C)nc3cc(-c4ccccc4OC)nn3c2C)c(OC)c1
  -28%, ?, -11%[10.9 µM], 6%
CC(=O)N1CCN(c2ccc(NCc3ccc(C(C)C)cc3)cc2)CC1
  -9%, 9.7%, -6%, -4%
Cc1ccc(Oc2ccc(OCC(=O)NC(C)C(=O)O)cc2)cc1 (configuration not stated)
  4%, 0.7%, -6%, -7%
CCOc1ccc(NC(=O)C2CCCN(C(=O)Nc3ccccc3)C2)cc1 (configuration not stated)
  -4%, ·, ·, -3%
Cc1cc(C(F)(F)F)n2ncc(C(=O)O)c2n1
  -12%, 3.3%, -7%, 6%
COc1ccc(OC)c(NC(=O)C(C)n2c(=O)cc(C)c3c(C)nn(-c4ccccc4)c32)c1 (configuration not stated)
  -18%, -1.9%, -4%[10.9 µM], 0%
CN1CCN(CCCNC(=O)c2ccc(CSCc3cccc(Cl)c3)o2)CC1
  -8%, 3.3%, -16%, ?
CCCn1c2ccccc2c2cnn(CC(=O)Nc3ccccc3OC)c(=O)c21
  -16%, 1.5%, -7%[10.9 µM], -7%
COC(=O)c1ccc(C2c3c(oc4cc(C)c(C)cc4c3=O)C(=O)N2CCCN(C)C)cc1 (configuration not stated)
  9%, ?, -13%, -1%
Cc1ccc(Cl)cc1NC(=O)Cn1nnc2sc3c(c2c1=O)CCC(C(C)(C)C)C3 (configuration not stated)
  -19%, -0.3%, 7%[10.9 µM], 4%
O=C(Cn1nc(Cc2ccncc2)c2ccccc2c1=O)Nc1cccc(C(F)(F)F)c1
  -16%, 2.1%, 29%[10.9 µM], -11%
CSCC[C@@H](C(=O)O)N(C)C
  1%[9.22 µM], 0.1%[11.4 µM], -12%[10.9 µM], -5%[9.22 µM]
COc1ccc(-c2nc3cnc(Oc4ccccc4)nc3n(C3CC3)c2=O)cc1
  -10%, -2.1%[11.4 µM], ·, 22%
CCC(=O)N1CCc2cc(Br)cc(S(=O)(=O)N3CCC(C(=O)Nc4ccccc4CC)CC3)c21
  -6%, ?, 8%[10.9 µM], 4%
COc1cc2c(cc1OC)n(CC(=O)Nc1ccc(C)cc1C)c(=O)n1nc(-c3ccccc3)nc21
  14%, 0.7%, 4%[10.9 µM], 6%
Cc1[nH]c(=O)[nH]c(=O)c1S(=O)(=O)N1CCCC(C(=O)N2CCN(c3ccccc3Cl)CC2)C1 (configuration not stated)
  16%, 0.7%, 16%, -3%
CN(Cc1ccccc1)c1nc2c(c(=O)n(C)c(=O)n2C)n1CCCc1ccccc1
  -24%, ?, -14%, -27%
COCC(=O)Nc1nnc(CCc2ccccc2)s1
  -3%, 2.4%, -2%, -6%
CC1CCN(C(=O)C(Cc2ccccc2)n2cccc2)CC1 (configuration not stated)
  12%, 2.1%, -8%, 6%
COCCN1Cc2cccc(C(=O)Nc3ccc(C(=O)OC)cc3)c2C1=O
  15%, -2.2%, -7%[10.9 µM], 6%
CCOC(=O)CNC(=O)Cn1cnc2c(nnn2-c2cccc(Cl)c2)c1=O
  13%, -1.2%, -16%, -22%
CCOc1ccc(S(=O)(=O)N(CC(N)=O)c2ccc(C)cc2)cc1
  2%, 0.7%, 9%, 7%
Cc1nc2sccn2c(=O)c1CCN1CCC(=C(c2ccccc2)c2ccc(F)cc2)CC1
  ?, ?, -37%[inhibitor], ?
CCc1ccccc1NC(=O)c1ccc2c(c1)CCCN2S(C)(=O)=O
  -14%, 3.3%, -10%[10.9 µM], -5%
COc1ccc(OC)c(NC(=O)Cn2c(=O)oc3cc(S(=O)(=O)NCc4ccccc4)ccc32)c1
  -1%, -1.8%, -19%[10.9 µM], 6%
Cc1nn(CC(=O)NCc2ccccc2)c(=O)c2ccccc12
  5%, -0.5%, 23%, 9%

Two neighbouring compounds out of the list so far:
Values run as follows: p53ts 39C tox, IkB signaling, Peg3 imprint, p53ts 32C tox
COc1ccc(OC)c(NC(=O)Cn2c(=O)oc3cc(S(=O)(=O)NCc4ccccc4)ccc32)c1
  -1%, -1.8%, -19%[10.9 µM], 6%
Cc1nn(CC(=O)NCc2ccccc2)c(=O)c2ccccc12
  5%, -0.5%, 23%, 9%

Further results:
Values run as follows: p53ts 39C tox, IkB signaling, Peg3 imprint, p53ts 32C tox
CCOc1ccc(S(=O)(=O)n2nc(C)c(S(=O)(=O)N3CCCCCC3)c2C)cc1
  -17%, 3.1%, ?, -8%
Cc1ccccc1N(C)S(=O)(=O)c1nnc(NC(=O)c2ccco2)s1
  11%, -1.3%, -4%[10.9 µM], 14%
COc1ccc(CNC(=O)Cn2nc(C)c3c(C)n(-c4ccccc4)nc3c2=O)cc1OC
  -5%, 0.5%, 10%[10.9 µM], 5%
O=C(O)c1ccc(N/N=C/c2ccc(F)c(F)c2)cc1
  -12%, ·, ·, -6%
C/C(N)=C(/C#N)C(=O)COC(=O)c1ccncc1
  -4%, -2.0%, -4%, 6%
O=C(CN(Cc1ccco1)C(=O)CNS(=O)(=O)c1ccc(Cl)cc1)NC1CCCCC1
  -9%, 1.1%, -11%, -2%
COc1ccc(C2C(C(N)=O)=C(C)Nc3ncnn32)cc1 (configuration not stated)
  -10%, 2.5%, -2%, -2%
COc1ccc(/C=C/N(CCc2ccc(OC)c(OC)c2)C(C)=O)cc1
  -13%[9.22 µM], ·, ·, 7%[9.22 µM]
CC(C)=NOC[C@@H](O)[C@@H]1O[C@@H]2OC(C)(C)O[C@@H]2[C@H]1O
  2%[9.22 µM], ·, ·, 4%[9.22 µM]
COC(=O)c1c(C(C)=O)cnc2ccc(Br)cc12
  -12%, -0.3%, -1%, -13%
Cc1ccc(C(=O)OCc2cc(=O)n3nc(-c4cccs4)sc3n2)cc1
  -11%, ?, -10%[10.9 µM], -5%
CC1=C(C(=O)OC2CCCCCCC2)C(c2ccc(O)cc2)NC(=O)N1 (configuration not stated)
  5%, ?, 15%, 3%
CN(CCc1ccccn1)c1ccc2c(c1)Cc1ccccc1-2
  -15%[9.22 µM], -0.8%[11.4 µM], -11%[10.9 µM], -4%[9.22 µM]
CCOc1ccc(CCNC(=O)c2cc3c(-c4ccccc4F)nn(C)c3s2)cc1
  -11%, ?, -9%[10.9 µM], -7%
COc1cc(C(=O)Nc2nc3nc(-c4ccccc4)cc(=O)n3[nH]2)cc(OC)c1OC
  23%, ?, -7%[10.9 µM], 2%
O=C(CSc1nnc(-c2cccnc2)n1Cc1ccco1)c1ccccc1
  5%, -0.5%, 1%, 7%
CCOC(=O)C1CCCN(C(=O)CS(=O)(=O)Cc2ccccc2)C1 (configuration not stated)
  8%, -0.1%, ?, 8%
CCn1c(=O)c2sccc2n2c(CCCC(=O)N3CCN(c4cc(C)ccc4C)CC3)nnc12
  -11%, ?, -14%[10.9 µM], 5%
CCn1c(SCc2nc3ccccc3[nH]2)nnc1-c1ccncc1
  8%, 8.9%, -13%, 6%

Among those listed so far, five contain a thiophene ring, fused or not.
Values run as follows: p53ts 39C tox, IkB signaling, Peg3 imprint, p53ts 32C tox
COc1ccc(-c2nc3cnc(N4CCOCC4)nc3n(Cc3cccs3)c2=O)cc1
  8%, 0.8%[11.4 µM], 5%, 9%
Cc1ccc(Cl)cc1NC(=O)Cn1nnc2sc3c(c2c1=O)CCC(C(C)(C)C)C3 (configuration not stated)
  -19%, -0.3%, 7%[10.9 µM], 4%
Cc1ccc(C(=O)OCc2cc(=O)n3nc(-c4cccs4)sc3n2)cc1
  -11%, ?, -10%[10.9 µM], -5%
CCOc1ccc(CCNC(=O)c2cc3c(-c4ccccc4F)nn(C)c3s2)cc1
  -11%, ?, -9%[10.9 µM], -7%
CCn1c(=O)c2sccc2n2c(CCCC(=O)N3CCN(c4cc(C)ccc4C)CC3)nnc12
  -11%, ?, -14%[10.9 µM], 5%

Screens deposited in PubChem BioAssay by National Center for Advancing Translational Sciences (NCATS).
